Screening results from PubChem BioAssay.
UHRF1 binding = UHRF1 methyl-DNA binding inhibition | actives 0.75% (n = 370,000) | UHRF1 binding to methylated oligo, TR-FRET | inhibition, % at 4.4 µM | AID 687016; in the data active = inhibition above about 21%;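 also: UHRF1 SRA domain binding a hemimethylated CpG hairpin DNA probe; 0% = median of test compound wells and 100% = reference inhibitor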
ADAM17 inh = ADAM17 inhibition, QFRET primary screen; AID 720648; inhibition, % at 6.95 µM; recombinant ADAM17, EDANS/DABCYL FRET peptide cleavage; actives 0.83% (n = 370,000);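 active = inhibition above the mean of compounds lying between control limits plus 3 SD, set per campaign, cut at about 8.5% in these data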;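 also: 0% = DMSO-only wells as the low control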
Tn7 DDE FP = inhibitors of Tn7 peptide binding to human fibrin DD(E); P02675; FP displacement of FITC-Tn7 peptide from fibrin DD(E); 0% = median of compound wells per plate; inhibition, % at 8.3 µM; actives 0.13% (n = 370,000); AID 720508;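 active = inhibition above the mean of compounds falling within the control limits plus 3 SD of them, cut at about 14% in these data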;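 also: 0% = plate median of compound wells and 100% = 10 µM Aha-Tn7 peptide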
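Assay system: Fibrin-DD(E) protein isolated from polymerized human fibrin clots; read-out basis: percent inhibition; medium: Tris/NaCl/CaCl2 buffer, pH 7.8; signal: FP measurement; incubation: 10 min plus 3 h, room temperature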
PLC-beta3 inh = PLC-beta3 (human) inhibition, primary screen; actives 0.18% (n = 370,000); Purified PLC-beta3, fluorogenic substrate, fluorescence; AID 720704; inhibition, % at 12.2 µM; Q01970; in the data active = inhibition above about 11%;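 also: 0% = median of compound wells on plate and 100% = full blocker control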
PLCg1 inh = blocks human PLC-gamma1 enzyme activity. P19174. purified PLC-gamma1, fluorogenic substrate, fluorescence. inhibition, % at 12.2 µM. actives 0.84% (n = 370,000); in the data active = inhibition above about 9.5%
Target sequence (P19174 whole entry, looked up): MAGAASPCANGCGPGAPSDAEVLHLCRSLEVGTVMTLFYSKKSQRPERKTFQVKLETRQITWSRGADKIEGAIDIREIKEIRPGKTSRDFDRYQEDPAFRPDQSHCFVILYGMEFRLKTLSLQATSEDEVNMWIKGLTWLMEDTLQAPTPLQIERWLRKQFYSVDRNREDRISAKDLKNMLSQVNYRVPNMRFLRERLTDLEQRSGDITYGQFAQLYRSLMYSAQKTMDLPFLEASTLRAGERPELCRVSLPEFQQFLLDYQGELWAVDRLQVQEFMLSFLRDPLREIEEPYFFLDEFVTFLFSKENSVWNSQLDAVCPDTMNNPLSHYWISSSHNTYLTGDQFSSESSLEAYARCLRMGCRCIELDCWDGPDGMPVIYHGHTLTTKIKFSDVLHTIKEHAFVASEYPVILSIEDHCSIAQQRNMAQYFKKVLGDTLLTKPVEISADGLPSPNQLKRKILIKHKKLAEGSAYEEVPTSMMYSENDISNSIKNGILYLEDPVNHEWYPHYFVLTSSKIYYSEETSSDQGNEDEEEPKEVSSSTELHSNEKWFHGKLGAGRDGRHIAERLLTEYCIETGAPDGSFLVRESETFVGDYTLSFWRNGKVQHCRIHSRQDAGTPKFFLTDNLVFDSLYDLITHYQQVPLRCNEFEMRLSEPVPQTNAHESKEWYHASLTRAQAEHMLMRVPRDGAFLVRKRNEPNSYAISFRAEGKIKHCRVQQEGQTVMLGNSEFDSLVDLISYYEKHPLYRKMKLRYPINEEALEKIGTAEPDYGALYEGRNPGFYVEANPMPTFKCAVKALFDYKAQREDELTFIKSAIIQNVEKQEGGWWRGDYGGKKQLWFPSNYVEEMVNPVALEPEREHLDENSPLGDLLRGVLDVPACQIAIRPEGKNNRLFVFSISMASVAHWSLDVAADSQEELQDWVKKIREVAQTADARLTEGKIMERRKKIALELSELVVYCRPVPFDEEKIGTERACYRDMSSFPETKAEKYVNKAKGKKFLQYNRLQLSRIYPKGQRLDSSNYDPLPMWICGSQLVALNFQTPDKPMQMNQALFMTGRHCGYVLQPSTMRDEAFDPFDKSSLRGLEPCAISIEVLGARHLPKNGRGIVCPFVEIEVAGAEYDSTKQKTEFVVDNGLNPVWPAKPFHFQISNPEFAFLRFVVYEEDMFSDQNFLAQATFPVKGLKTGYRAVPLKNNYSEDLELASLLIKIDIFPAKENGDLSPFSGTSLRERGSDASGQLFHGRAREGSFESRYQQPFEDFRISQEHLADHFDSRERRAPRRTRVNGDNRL
ASAP1 inh = ASAP1 ArfGAP inhibition. ASAP1-stimulated ARF1 GTP hydrolysis, GDP FP detection. inhibition, % at 16.5 µM. actives 0.19% (n = 360,000); in the data active = inhibition above about 25%;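 also: 0% = vehicle with enzyme and substrate and 100% = no enzyme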
proKLK7 act = activators of human kallikrein-7 zymogen. purified proKLK7, EDANS-DABCYL substrate fluorescence; 100% is mature enzyme control, 0% vehicle. AID 652039. activation, % at 7 µM. actives 0.9% (n = 370,000). P49862;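 active = activation above the mean of all tested compounds plus 3 SD, computed per campaign excluding outliers beyond control limits, cut at about 13% in these data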
Tn6 DDE FP = DD(E)-Tn6 binding inhibition, primary FP screen | P02675 | Fibrin DD(E) TRITC-Tn6 fluorescence polarization displacement | inhibition, % at 8.3 µM | actives 0.21% (n = 370,000) | AID 720509;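 active = inhibition above a per-campaign cutoff: mean of compounds within control limits plus 3 SD, cut at about 15% in these data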;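 also: 0% = median of all compound wells on the plate and 100% = blocking peptide control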
ARFGAP1 inh = inhibitors of rat ARFGAP1. Q62848. Arfgap1-stimulated ARF1 GTP hydrolysis, GDP FP detection. inhibition, % at 16.5 µM. actives 0.26% (n = 360,000). AID 651572;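 active = inhibition above a per-plate limit, mean inhibition of low control wells plus 3 SD, cut at about 25% in these data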;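 also: 0% = DMSO wells with enzyme and 100% = wells lacking Arfgap1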
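material = rat Arfgap1 catalytic domain, aa 1-136 | also added = human ARF1(Δ1-17)-GTP substrate | compound dosing = one concentration, 16.5 µM, DMSO 1.26% | times = GTP hydrolysis reaction 2 h at 25 °C | measured by = FP, GDP Alexa 633 tracer displaced from anti-GDP antibody, 620/688 nm | evaluation = percent inhibition of Arfgap1-stimulated GTP hydrolysis | replication = single well per compound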
MBD2 inh = inhibitors of human MBD2 binding to methylated oligonucleotide; TR-FRET; inhibition, % at 4.4 µM; AID 686964; Q9UBB5; actives 0.31% (n = 370,000); in the data active = inhibition above about 13%
Active calls of the source: *; i = inactive; . = not tested or not shown. Compounds were not picked by outcome (roughly 4.1% active in at least one column).

SMILES	UHRF1 binding	ADAM17 inh	Tn7 DDE FP	PLC-beta3 inh	PLCg1 inh	ASAP1 inh	proKLK7 act	Tn6 DDE FP	ARFGAP1 inh	MBD2 inh
O=C(Nc1cc(S(=O)(=O)N2CCCC2)ccc1Cl)c1ccncc1	1	-1	7	-5	-2	-9	0.1	2	6	-1
Cc1cc(NC(=O)c2ccco2)ccc1-n1cnnn1	-2	2	-14	2	2	6	-0.2	1	7	-2
C=CCNC(=S)Nc1sc2c(c1C(=O)OCC)CCN(C(=O)OCC)C2	-1	-20	-5	-6	-6	-4	0.4	1	0	1
CC(=O)Nc1cnc(-c2cc(C)c(O)c(C)c2)cn1	2	-5	2	-7	-2	-12	-0.3	1	8	-6
O=C(Nc1ccc(N2CCCC2)c(Cl)c1)c1ccc2c(c1)OCCO2	0	-2	3	-34	-25	-12	-0.6	-9	19	-6
CCC(CC)c1nnc(NC(=O)CN2C(=O)C3C4C=CC(C4)C3C2=O)s1 (stereo not given)	2	-4	10	1	3	-11	0.0	0	7	0
CN(Cc1nc(-c2ccc(Cl)cc2)no1)C(=O)c1ccco1	0	0	-3	-9	-3	-11	-0.3	-1	-17	-1
O=S(=O)(NC1CC1)c1ccc2c3c(cccc13)CC2	-1	-11	6	-1	-2	7	0.6	-2	10	-6
O=C(NN=C1CCCC1)c1cccs1	1	1	1	-2	-3	4	0.4	-2	10	-2
COCc1nnc(NC(=O)c2ccc(S(=O)(=O)N(C)Cc3ccccc3)cc2)o1	-2	2	1	-7	-1	-2	0.2	8	-7	4
O=C(CCNc1cccc(C(F)(F)F)c1)c1ccco1	-1	3	-4	0	0	0	0.6	-3	12	0
O=C(Nc1ccc(CN2CCOCC2)cc1)c1cc2ccccc2o1	-3	0	-3	2	8	15	0.0	-4	4	-3
Cc1nc2cccc(C)n2c(=O)c1Cl	-2	-4	3	5	2	-3	-0.2	14	3	1
O=C(N/N=C/c1ccco1)c1ccccc1OCc1ccc(Br)cc1	-4	-3	-6	0	1	-12	0.0	-3	15	-2
CCCCCCCCN1C(=O)N(Cc2ccc(OC)cc2)S(=O)(=O)c2ccc(F)cc21	-3	-8	4	0	-2	12	-0.3	-4	4	-2
COc1ccc(/C=N/NC(=O)c2cccc([N+](=O)[O-])c2)cc1OC(=O)c1ccc(C)cc1	0	0	-2	0	3	-2	-0.7	-13	11	-4
Cc1ccc(/C=C2\SC(=S)N(CC(=O)Nc3cccnc3)C2=O)cc1	1	2	-8	4	0	-9	-0.2	4	4	0
COc1ccc(OC)c(/C=N/NC(=O)CSc2cc(C)nc3c(OC)cccc23)c1	5	-48	-2	-349	-278	7	-11	-5	9	2
O=C(OCc1nnc(-c2ccccc2)o1)c1cc(Cl)ccc1[N+](=O)[O-]	-2	-3	5	-2	0	-4	0.0	-1	-6	2
CCc1noc(C)c1C(=O)N(C)CC(=O)Nc1cccc(OC)c1	1	4	-5	-2	-1	-7	-0.4	5	10	-1
COC(=O)c1[nH]c2cccc(OC)c2c1NC(=O)CN(C)CC1OCCO1	-4	-34	-3	-262	-202	-14	3.9	-9	-1	-8
Brc1ccc(N2O[C@H]3C=C[C@@H]2C3)nc1	-4	-7	-5	-31	-21	3	0.0	-1	-3	-1
CCNS(=O)(=O)c1ccc(OCCNS(C)(=O)=O)cc1	3	2	-1	5	4	-11	0.4	2	6	-8
O=C(NCCc1ccccc1)C1CCC(Cn2c(=O)c3ccccc3n(Cc3cccc(F)c3)c2=O)CC1 (stereo not given)	-1	-1	0	7	1	-6	0.3	-7	6	-4
CCOP(=O)(c1c(F)c(F)c(F)c(F)c1F)C1(O)CCCCC1 (stereo not given)	5	-4	-4	0	1	0	1.0	-2	0	1
CCN1CCN(c2ccc(Cl)cc2NC(=O)c2ccco2)CC1	2	0	1	-4	2	4	-0.8	1	10	-6
Cc1[nH]c(=O)[nH]c(=O)c1S(=O)(=O)NCCOC12CC3CC(CC(C3)C1)C2	2	0	2	1	7	-4	-0.1	-2	7	1
CCOc1cc(/C=C2\N=C(C)OC2=O)cc(Br)c1OCCc1ccccc1	0	-1	-3	-2	-1	1	0.1	-1	8	-6
CCCOc1c(Br)cc(C(=O)NCC)cc1OC	-2	1	-8	-1	3	4	0.0	-1	-7	1
Cc1nc2ccccc2n1CCc1nc2c3ccccc3nc(SCC(=O)NCc3ccco3)n2n1	-1	-3	7	0	0	-12	0.2	10	-10	0
CC1(C)CC(=O)C(C2=NC3(CCCCC3)Cc3ccccc32)=C(O)C1	8	4	-9	1	6	1	0.6	-2	7	-4
CCOC(=O)c1cc(-c2ccccc2)sc1NC(=S)Nc1cccc(C)n1	-3	-3	-8	1	0	-8	0.4	0	-7	-3
C[C@H](NC(=O)OC(C)(C)C)C(=O)NCC1CCC(C(=O)O)CC1 (stereo not given in full)	1	3	-5	0	6	1	0.1	-3	11	2
CNC(=O)c1c(NC(=O)c2cccc(N3C(=O)CCC3=O)c2)sc2c1CCC2	1	0	-2	-12	-10	6	0.2	0	8	-6
O=C(O)COc1ccccc1/C=N/NC(=O)CNC(=O)c1ccc(F)cc1	-4	-2	-6	-4	0	13	1.0	-2	3	-3
Cc1ccc(NC(=O)N/C=C/c2ccco2)c(C)c1	4	-2	-2	-12	-10	19	-0.2	-1	1	-3
Cc1cc(C(=O)Nc2ccc(F)cc2)c2ccccc2n1	0	-2	7	1	0	11	0.5	7	12	-1
Cc1cc(C(=O)N2CCN(CCc3ccccc3)CC2)no1	-1	-2	-7	1	1	4	0.0	-4	8	-6
Cc1ccc(NC(=O)CSc2ccc(-c3cccnc3)nn2)cc1Cl	-2	-2	-5	-6	-2	7	0.1	5	0	5
Cc1ccc2nc(NCC(=O)O)nc(-c3ccccc3)c2c1	-2	-167	0	i	i	9	14*	0	-8	-5
S=C(CN1CCCC1=S)NCCc1ccccc1	2	0	-11	-3	4	5	0.6	5	-2	-3
COc1ccc(Nc2ccccc2NC(=O)c2ccccc2Br)cc1	2	-2	2	-9	0	12	0.0	1	-1	3
CCOC(=O)c1ccc2[nH]c(C)c(CN3CCN(C)CC3)c(=O)c2c1	-3	-8	0	-7	-7	-6	0.0	-1	5	-2
COc1ccc(CCNC(=O)COC(=O)c2ccc(N3CCCC3=O)cc2)cc1OC	2	-2	2	-5	9	3	0.5	-2	6	-7
COc1cc(C(=O)N2CCC(NC(=O)C(Cc3ccccc3)NC(C)=O)CC2)cc(OC)c1OC (stereo not given)	0	-9	2	1	-2	1	0.4	-3	-9	3
COc1cc2[nH]c(=S)n(C3CC3)c(=O)c2cc1OC	-1	-5	4	-4	-2	-17	-0.1	6	2	1
CC(=O)N1CCN(c2ccc(NC(=S)NC(=O)/C=C/c3ccccc3)cc2)CC1	-2	1	0	0	1	-2	0.5	0	-6	2
Cc1cccc(N(C)c2ncnc3onc(-c4ccc(F)cc4)c23)c1C	-3	-3	-2	-12	-8	-15	0.2	4	4	3
COc1ccc(NC(=O)C2=CC(c3ccc(C)cc3)=NS(=O)(=O)N2C)cc1OC	1	7	-8	4	3	25*	0.9	3	3	1
COCCCn1c(=O)/c(=C/c2ccccc2OC(C)C)s/c1=C(\C#N)C(=O)Nc1ccc(C(=O)O)cc1	2	-1	-8	2	-1	-4	-0.5	-2	14	1
CCOC(=O)NC(=O)c1cn(N(C)c2ncc(C(F)(F)F)cc2Cl)c(=O)[nH]c1=O	-1	-6	-7	-2	6	-2	0.7	2	-3	-6
O=C(Nc1ccc(N2CCCCC2)cc1)c1ccc2c(c1)OCCO2	2	-1	-4	-18	-3	-18	1.3	-1	-17	2
COc1ccc(-n2c(SCC(=O)NCC3CCCO3)nc3c([nH]c4ccccc43)c2=O)cc1 (stereo not given)	1	-6	0	0	0	-7	-0.4	6	5	1
O=C(/C=C/c1cccc(C(F)(F)F)c1)Nc1cccc(C(F)(F)F)c1	-2	12*	-2	0	-2	18	0.7	-4	12	-6
Cc1cccc(C)c1NC(=O)CSCC(=O)O	3	-4	2	1	-1	-3	0.0	0	6	-2
Cc1ccnc(N/C=C(/NC(=O)c2ccccc2)C(=O)N/N=C\c2ccc(Cl)cc2)n1	-3	2	-3	-50	4	-6	0.3	-4	9	0
CC(CC(=O)Nc1nc2ccccc2[nH]1)n1ccnc1 (stereo not given)	3	1	-8	-1	4	11	-0.3	-8	-1	-1
CCC[C@H]1[C@@H](NC(=O)/C=C/c2ccccc2)CC[C@@]23CCCN2C(=O)CCC[C@@H]13	-2	-3	2	-1	0	.	.	-4	.	0
Cn1cccc1/C=N/NC(=O)Cn1cnc2ccccc21	-3	-4	-2	-3	-2	3	0.3	2	11	2
CCc1cc2cc(C)c(C)cc2nc1SCC(=O)Nc1cc(C)on1	0	-3	6	2	2	-7	-0.5	3	3	-2

Carrying on.
SMILES	UHRF1 binding	ADAM17 inh	Tn7 DDE FP	PLC-beta3 inh	PLCg1 inh	ASAP1 inh	proKLK7 act	Tn6 DDE FP	ARFGAP1 inh	MBD2 inh
CCOc1cc(/C=C(/C#N)c2nc3ccccc3[nH]2)ccc1Oc1ccc([N+](=O)[O-])cn1	-4	-13	-1	-44	-54	10	0.3	0	8	-4
CCSc1nc2c(c(=O)[nH]c(=O)n2C)n1C/C=C(/C)Cl	3	3	4	4	5	0	-0.2	1	-7	-3
CCc1ccc(-c2cc(C(=O)N/N=C/c3ccco3)[nH]n2)cc1	-2	0	-5	1	2	-6	0.1	7	8	-1
COc1ccc([N+](=O)[O-])cc1NC(=O)/C=C/C(=O)O	5	-2	0	2	4	-2	0.0	5	-3	1
CCC(=O)N(Cc1cc2ccccc2[nH]c1=O)c1ccccc1OC	2	-3	2	-3	0	-8	0.3	2	7	-1
CCC(c1nnnn1CCc1ccccc1)N(Cc1ccco1)Cc1cc2cccc(C)c2[nH]c1=O (stereo not given)	0	1	2	-52	-53	-6	1.1	-6	-4	1

Of the compounds above, six contain a COOH group:
SMILES	UHRF1 binding	ADAM17 inh	Tn7 DDE FP	PLC-beta3 inh	PLCg1 inh	ASAP1 inh	proKLK7 act	Tn6 DDE FP	ARFGAP1 inh	MBD2 inh
C[C@H](NC(=O)OC(C)(C)C)C(=O)NCC1CCC(C(=O)O)CC1 (stereo not given in full)	1	3	-5	0	6	1	0.1	-3	11	2
O=C(O)COc1ccccc1/C=N/NC(=O)CNC(=O)c1ccc(F)cc1	-4	-2	-6	-4	0	13	1.0	-2	3	-3
Cc1ccc2nc(NCC(=O)O)nc(-c3ccccc3)c2c1	-2	-167	0	i	i	9	14*	0	-8	-5
COCCCn1c(=O)/c(=C/c2ccccc2OC(C)C)s/c1=C(\C#N)C(=O)Nc1ccc(C(=O)O)cc1	2	-1	-8	2	-1	-4	-0.5	-2	14	1
Cc1cccc(C)c1NC(=O)CSCC(=O)O	3	-4	2	1	-1	-3	0.0	0	6	-2
COc1ccc([N+](=O)[O-])cc1NC(=O)/C=C/C(=O)O	5	-2	0	2	4	-2	0.0	5	-3	1
